Screening data from PubChem.
WRN helicase inh – qHTS for Inhibitors of WRN Helicase; WRN helicase unwinding, fluorescent forked duplex, kinetic; Potency, µM (doses to about 114 µM), without a hit: top-dose activity change, negative = inhibition, most hits filed as inhibitors; AID 651768, 2012; Bifunctional 3'-5' exonuclease/ATP-dependent helicase WRN (Homo sapiens), Q14191; actives 0.46% (n = 360,000); also: potency is read from the fitted curve at half-maximal effect; % is scaled to controls: 0 for no effect and ±100 for the full control effect; nearly all actives have a fitted effect of over 55% in size
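Kinetic red-fluorescence monitoring (525/598 nm) tracks WRN helicase activity after 100 nM fluorophore-quencher forked duplex and 2 mM ATP are added to 20 nM enzyme pretreated 15 min at room temperature with compound.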
PI5P4K alpha inh – qHTS for Inhibitors of phosphatidylinositol 5-phosphate 4-kinase (PI5P4K); Phosphatidylinositol 5-phosphate 4-kinase type-2 alpha (Homo sapiens), P48426; max response, %; actives 1.2% (n = 330,000); PI5P4Kalpha enzyme, ADP-Glo luminescence, 60 min; hits give low values; active = max response of -50% or lower; inconclusive = between -30% and -50%; inactive = -30% or higher; also: value at the top dose of about 77 µM; % is scaled to controls: 0 for no effect and ±100 for the full control effect
Target sequence (P48426 whole entry, looked up): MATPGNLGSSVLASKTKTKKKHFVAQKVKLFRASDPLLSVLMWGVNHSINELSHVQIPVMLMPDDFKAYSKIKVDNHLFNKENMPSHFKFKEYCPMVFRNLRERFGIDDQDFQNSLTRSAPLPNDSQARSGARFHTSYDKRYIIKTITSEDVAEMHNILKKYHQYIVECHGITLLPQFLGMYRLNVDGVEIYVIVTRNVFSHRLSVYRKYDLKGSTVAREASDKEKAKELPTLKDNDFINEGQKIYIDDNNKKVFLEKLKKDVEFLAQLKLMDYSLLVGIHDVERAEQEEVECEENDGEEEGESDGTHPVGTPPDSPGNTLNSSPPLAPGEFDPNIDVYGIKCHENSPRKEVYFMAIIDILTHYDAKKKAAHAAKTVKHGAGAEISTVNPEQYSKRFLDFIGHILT
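Controls without substrate or without enzyme flank wells where PI5P4Kalpha converts substrate using 5 microM ATP (final). Incubation lasts 60 minutes at room temperature; ADP formed is read by ADP-Glo luminescence.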
EPAC1 agonist – qHTS for Agonist of cAMP-regulated guanine nucleotide exchange factor 3 (EPAC1): primary screen | Rap guanine nucleotide exchange factor 3 (Homo sapiens), O95398 | EPAC1 agonist qHTS, biochemical assay; response scale: 100% = response to 6.5 mM cAMP | Potency, µM (series often up to 154 µM), inactives show at the highest dose activation, most hits filed as activators | actives 0.073% (n = 360,000) | AID 720707, 2013; also: potency is read from the fitted curve at half-maximal effect; nearly all actives have a fitted effect of over 60% in size
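Nucleotide exchange assay: 100 nM EPAC1 with 250 nM Rap1B loaded with BODIPY-GDP and 50 uM GDP, room temperature. Fluorescence (480/540 nm) read every 5 min for 30 min; signal change normalized to 6.5 mM cAMP as full agonist.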
EPAC1 antag – qHTS for Antagonist of cAMP-regulated guanine nucleotide exchange factor 3 (EPAC1): primary screen; Rap guanine nucleotide exchange factor 3 (Homo sapiens), O95398; actives 0.14% (n = 360,000); EPAC1 GEF assay, Rap1b-BODIPY-GDP exchange fluorescence; Potency, µM (titrated, usually from 115 µM), for inactives: at the top dose activity change, negative = inhibition, most hits filed as inhibitors;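 also: potency is read from the fitted curve at half-maximal effect; plate controls were vehicle for no effect and positive control for full effect; nearly all actives have a fitted effect of over 50% in size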
PLK1 PBD block – qHTS for Inhibitors of PLK1-PDB (polo-like kinase 1 - polo-box domain): Primary Screen; AID 720504, 2013; Plk1 PBD binding of FITC phosphopeptide, fluorescence polarization; Potency, µM, inactives show max response, negative = inhibition, usual class: inhibitors; actives 2.8% (n = 360,000); Serine/threonine-protein kinase PLK1 (Homo sapiens), P53350; also: potency is read from the fitted curve at half-maximal effect; series mostly up to about 57 µM; % is scaled to controls: 0 for no effect and ±100 for the full control effect; nearly all actives have a fitted effect of over 65% in size
Target sequence (P53350 whole entry, looked up, the tested form may be a part): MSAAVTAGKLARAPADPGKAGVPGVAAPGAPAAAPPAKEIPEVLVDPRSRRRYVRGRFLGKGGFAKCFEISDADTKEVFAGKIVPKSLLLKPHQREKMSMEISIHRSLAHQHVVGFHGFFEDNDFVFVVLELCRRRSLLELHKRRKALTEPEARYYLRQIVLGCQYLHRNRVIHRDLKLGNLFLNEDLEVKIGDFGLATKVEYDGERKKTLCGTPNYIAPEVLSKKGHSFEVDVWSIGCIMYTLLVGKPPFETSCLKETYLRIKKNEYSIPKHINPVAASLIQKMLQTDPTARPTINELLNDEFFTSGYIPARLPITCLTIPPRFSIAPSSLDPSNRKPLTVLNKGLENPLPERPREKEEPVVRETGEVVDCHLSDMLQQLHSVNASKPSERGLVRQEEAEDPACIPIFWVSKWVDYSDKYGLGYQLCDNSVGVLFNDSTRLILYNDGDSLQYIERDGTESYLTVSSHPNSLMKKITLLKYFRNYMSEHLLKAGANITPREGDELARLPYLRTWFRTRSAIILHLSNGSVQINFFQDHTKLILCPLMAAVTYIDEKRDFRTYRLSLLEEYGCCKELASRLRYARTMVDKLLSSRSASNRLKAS
IL-2 act – qHTS of IL-2 Activators. IL-2 activation reporter assay, cell-based qHTS; stimulated with anti-CD3/CD4/CD28 beads; in transgenic mouse T cells. activation, % (series mostly up to about 46 µM). actives 0.065% (n = 360,000). AID 652025, 2013; in the data active = activation above about 50%; inconclusive = mostly about 30% to 49%; also: 0% is about no effect
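Readout: EGFP and DsRed signals by fluorescent plate cytometry. Unstimulated transgenic mouse T cells received compound 60 min before antibody-bead stimulation, then incubated 18 h at 37 degrees C.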
CCT chaperon mod – High-Throughput Screening for Modulators of Cytosolic Chaperonin Activity | AID 651819, 2012 | purified chaperonin ATPase assay, HTRF ADP detection, 30 min | activity change, % (concentration not given with the values), hits read low | actives 0.3% (n = 360,000); in the data active = activity change below about -30%; also: % is scaled to controls: 0 for no effect and ±100 for the full control effect
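TRiC at 40 or 20 nM final (batch-dependent) in 30 mM Tris pH 7.4, 100 mM KCl, 5 mM MgCl2, 1 mM DTT, with compound at single 76 uM and 10 uM ATP, 30 min at 37 deg C. ADP detected by HTRF Transcreener, 665/615 ratio.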
EPAC2 agonist – qHTS for Agonist of cAMP-regulated guanine nucleotide exchange factor 4 (EPAC2): primary screen; EPAC2 activation, biochemical qHTS; response scale: 100% = 6.5 mM cAMP response; actives 0.079% (n = 360,000); Potency, µM (doses to about 154 µM), for inactives: at the top dose activation, hits mostly activators; Rap guanine nucleotide exchange factor 4 (Homo sapiens), Q8WZA2; also: potency is read from the fitted curve at half-maximal effect; nearly all actives have a fitted effect of over 50% in size
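Nucleotide exchange monitored as fluorescence drop when BODIPY-GDP leaves Rap1B. Reaction: 100 nM EPAC2, 250 nM RAP1B-BODIPY-GDP, 50 uM GDP, room temperature, kinetic read over 30 min. Activity expressed relative to 6.5 mM cAMP.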
The depositor's hits bear a star; ? = inconclusive; nt = not tested or not shown; [ ] = another dose, or the depositor's remark. Unless noted, calls follow the shape of the dose curve; as a rule, active = well fitted curve in the direction sought with a large enough effect; inconclusive = small, poorly fitted or top-dose-only effect, or another doubt; inactive = no such curve, though single readings can be large; an effect the other way counts as inactive or inconclusive.

The line under a structure holds: PLK1 PBD block	CCT chaperon mod	WRN helicase inh	EPAC2 agonist	IL-2 act	EPAC1 agonist	PI5P4K alpha inh	EPAC1 antag
O=c1cc(CN2CCOCC2)nc(C2CC2)[nH]1
→ -2%	0.4	5%	3%	-0.5	6%	nt	0%
Cc1ccc(N(CC(=O)N2CCOCC2)S(=O)(=O)c2ccccc2)cc1
→ -17%	0.7	6%	3%	0.7	4%	1	-18%
COC(=O)C1CSc2[nH]c(=O)sc2C1c1ccc(O)c(OC)c1 (centres undefined)
→ ?	2.2	-5%	4%	0.0	0%	7	?
NC(c1ccccc1)c1csc(NC(=O)Nc2ccc(OC(F)(F)F)cc2)n1 (centres undefined)
→ -7%	-0.3	-5%	-10%	-0.7	19%	?	-27%
CCc1cc2c(NC(Cc3ccccc3)C(=O)O)nc(C)nc2s1 (centres undefined)
→ -10%	-3.2	10%	-3%	0.7	2%	1	-8%
Cc1cccc(NC(=S)N2CCC(C(=O)c3ccc(F)cc3)CC2)c1
→ 3µM*	-1.3	-14%	-1%	-0.2	2%	-14	-9%
O=C(Cc1cccs1)Nc1nnc(COc2ccccc2)s1
→ -11%	0.1	-21%	3%	-3.4	2%	nt	-2%
CC(c1nnc(SCC(=O)Nc2ccc3[nH]c(=O)[nH]c3c2)n1Cc1ccccc1)N(C)C (centres undefined)
→ -8%	1.4	-14%	-2%	-3.0	5%	-13	2%
COc1ccccc1-c1nnc(SCC(=O)Nc2cccnc2Cl)n1C
→ -11%	0.6	5%	1%	-0.4	11%	0	-11%
Nc1nc(C23CC4CCC(CC(C4)C2)C3)cs1
→ -10%	0.8	-3%	1%	-0.7	-1%	1	-21%
O=C(CC(c1ccccc1)c1cc(Br)ccc1O)NCCCN1CCOCC1 (centres undefined)
→ -4%	1.6	-3%	19%	-0.4	9%	6	-3%
COc1ccccc1N1CCN(S(=O)(=O)c2c(C)[nH]c(C)c2C(=O)N2CCCC2)CC1
→ -13%	-2.3	11%	-5%	-0.9	3%	1	-11%
Cc1onc(-c2ccccc2Cl)c1C(=O)NNC(=O)c1ccccc1F
→ 0%	-0.7	-19%	2%	-0.9	-3%	1	-18%
Cc1ccc(N(C(=O)c2csnn2)C(C(=O)NC(C)(C)C)c2ccncc2)cc1 (centres undefined)
→ -14%	-3.7	-2%	11%	-2.8	14%	nt	-7%
Cc1cc2nc(C3CCN(CC4COc5ccccc5O4)CC3)[nH]c2cc1C (centres undefined)
→ -17%	-1.1	-4%	3%	-3.4	0%	-1	9%

Next part:
The line under a structure holds: PLK1 PBD block	CCT chaperon mod	WRN helicase inh	EPAC2 agonist	IL-2 act	EPAC1 agonist	PI5P4K alpha inh	EPAC1 antag
COc1ccc(CS(=O)c2nc(C)cc(C)c2S(C)(=O)=O)cc1 (centres undefined)
→ -6%	2.1	1%	0%	1.9	3%	-1	1%
O=C(CSc1nnc(NC(=O)Cc2ccccc2)s1)NCC1CCCO1 (centres undefined)
→ -14%	0.7	0%	-7%	-3.4	1%	-1	5%
Cc1ccccc1C(=O)NCCSc1ccccc1
→ -12%	-3.1	-3%	8%	0.5	6%	-7	-17%
CCOc1cccc(C2/C(=C(\O)c3ccc4c(c3)OCCO4)C(=O)C(=O)N2Cc2ccncc2)c1 (centres undefined)
→ -1%	2.3	12%	-2%	-1.9	-15%	1	-5%
C=CCNC(=O)CSc1nnc(-c2ccccn2)n1Cc1ccccc1
→ -2%	0.5	-5%	3%	1.5	0%	1	?
O=C(NCc1ccc(F)cc1F)[C@@H]1CCCN1C(=O)[C@@H]1CCCN1
→ -13%	-2.9	-5%	10%	-0.7	11%	-1	1%
COc1cc(C=C2CCCC(=Cc3ccc(OCC4CO4)c(OC)c3)C2=O)ccc1OCC1CO1 (centres undefined)
→ -7%	0.5	5%	11%	-3.5	15%	5	2%
O=c1[nH]c2ccsc2c(=O)n1CCO
→ -9%	-1.3	1%	6%	-0.8	5%	2	-8%
O=C(CN(Cc1ccco1)C(=O)c1cc(=O)[nH]c2ccccc12)Nc1ccccc1C(F)(F)F
→ -6%	-3.3	8%	1%	-1.5	-2%	-1	3%
CCc1cc(=O)oc2cc(C)cc(O)c12
→ -1%	-0.8	-5%	7%	-2.3	5%	-1	-8%
Cc1cc(C(=O)N2CCCC(C)(C(=O)NS(=O)(=O)C3CC3)C2)n(C(C)(C)C)n1 (centres undefined)
→ 5%	0.0	0%[57.1 µM]	-2%	-0.2	0%	-1	-10%
C[C@H](CO)N1C[C@H](C)[C@@H](CN(C)C(=O)Nc2ccc3c(c2)OCO3)Oc2ccc(NS(=O)(=O)c3ccc(F)cc3)cc2C1=O
→ -5%	-1.3	-6%	3%	-0.3	-6%	-2	-3%
CCOC(=O)C(/C(C)=N/NC(=O)c1ccccc1[N+](=O)[O-])C(C)C (centres undefined)
→ -6%	1.9	6%	7%	-2.3	-3%	nt	13%
O=C(CCNS(=O)(=O)c1ccc(Br)cc1)N1CCCCCCC1
→ -5%	1.3	-12%	8%	0.1	-47%[inhibitor]	4	-14%
Cc1ccc(CNS(=O)(=O)NCc2ccccc2)cc1
→ 0%	3.9	-11%	5%	0.2	-4%	0	2%

The list goes on.
The line under a structure holds: PLK1 PBD block	CCT chaperon mod	WRN helicase inh	EPAC2 agonist	IL-2 act	EPAC1 agonist	PI5P4K alpha inh	EPAC1 antag
CC(=O)CC(CC(=O)NC1CCCCC1)c1ccccc1 (centres undefined)
→ 6%	-0.3	9%	-2%	0.1	5%	2	-13%
CC1(C)CC(=O)C=C(OC(=O)c2ccc(Cl)cc2)C1
→ 12µM*	0.6	-10%	5%	0.0	2%	7	11%
COc1ccc(N=C2SC(CC(=O)Nc3ccccc3)C(=O)N2Cc2ccccn2)cc1 (centres undefined)
→ -8%	-3.7	-8%	7%	-2.2	6%	-8	-19%
Cc1ccc(C)c(CSc2nnc(C)c(=O)n2N)c1
→ 2%	1.4	-17%	-6%	-0.2	-10%	7	1%
Cc1ccc(C(=O)N2CCN(S(=O)(=O)c3ccccc3[N+](=O)[O-])CC2)o1
→ -16%	-3.7	0%	7%	0.8	0%	-9	-3%
O=C(N/N=C/c1ccncc1)c1nc2ccccc2c(=O)[nH]1
→ -9%	-3.3	2%	3%	0.5	11%	4	-13%
S=C(/N=c1/sccn1Cc1ccccc1)NC1CC1
→ -17%	-1.4	-8%	3%	-0.8	10%	-5	-23%
CCCCNC(=O)C1(C)CCN1C(=O)c1cc(C)n(C(C)(C)C)n1 (centres undefined)
→ 4%	-0.4	-4%	6%	-0.3	-1%	1	-2%
CC1=CC2=NCC(O)CN2C=C1 (centres undefined)
→ -3%	-0.3	4%	2%	-3.0	3%	nt	4%
O=C(O)COCc1nc2ccccc2s1
→ -2%	-0.1	4%	4%	1.1	7%	-2	-19%
COc1ccc(-c2nc3nc(N)nn3cc2C)cc1F
→ 9%	-0.4	-3%	3%	1.7	4%	-7	3%
CC1CCc2c(ccc3ccccc23)C1=O (centres undefined)
→ -7%	-1.5	-6%	12%	-0.2	7%	8	-14%
N#Cc1c(N)n(CCNC(=O)c2cccs2)c2nc3ccccc3nc12
→ 2%	-4.6	-19%	9%	0.4	-3%	-4	-12%
COc1cccc(/C=N/NC(=O)c2ccccc2NC(=O)c2ccco2)c1OC
→ -8%	1.2	-4%	15%	-0.3	12%	0	-28%
Cc1cc(C)cc(N2CC(C(=O)OCC(=O)Nc3cc(C)on3)CC2=O)c1 (centres undefined)
→ -4%	-3.3	2%	3%	0.3	7%	-7	7%

(more compounds)
The line under a structure holds: PLK1 PBD block	CCT chaperon mod	WRN helicase inh	EPAC2 agonist	IL-2 act	EPAC1 agonist	PI5P4K alpha inh	EPAC1 antag
O=C(C1CC1)N1N=C(c2ccncc2)CC1(O)C(F)(F)F (centres undefined)
→ -9%	-0.8	-4%	11%	0.9	12%	1	15%
O=C(Nc1c(F)c(F)c(F)c(F)c1F)C1CCCCC1
→ -3%	-1.8	0%	3%	-0.6	-6%	7	1%
O=C1COc2ccc(C(=O)COC(=O)c3ccccc3F)cc2N1
→ 1%	-3.6	?	3%	0.8	0%	-14	-13%
N#Cc1c(N)nc2c(c1-c1ccncc1)CCCCCC2
→ -9%	-0.3	3%	7%	6.8	4%	0	-2%
COc1cc(/C=N/NC(=O)CC#N)cc(Br)c1O
→ 11µM*	-10	-11%	10%	0.5	0%	?	-11%
Cc1cc(C)n(S(=O)(=O)c2ccc(Cl)c(Cl)c2Cl)n1
→ -4%	0.0	3%	5%	-2.7	8%	7	8%
CCC(C)NC(=O)c1cn(-c2cccc(C)n2)cn1 (centres undefined)
→ 2%	-0.5	1%	2%	0.0	-8%	-6	-6%
CC1CCCN(C(=O)CSc2nnc(-c3ccc(O)cc3)o2)C1 (centres undefined)
→ -8%	1.8	2%	14%	0.5	3%	3	-8%
S=c1[nH]nc(Cc2cccs2)n1-c1ccccc1
→ -11%	-0.2	3%	4%	1.0	-9%	-5	-7%
COc1ccc(CN2CCC(N3CCC(C(=O)N4CCOCC4)CC3)CC2)c(F)c1
→ -7%	2.5	4%[57.1 µM]	0%	0.7	-6%	-1	-27%
CCOC(=O)C1CCCCN1C(=O)c1cc2ccc(OC)cc2c2cc(OC)c(OC)cc12 (centres undefined)
→ -11%	-0.6	-7%	25%	-0.6	3%	-3	-7%
Clc1ccc(CNCCCSc2ncccn2)cc1Cl
→ 0%	-2.0	1%	1%	0.8	1%	-3	0%
O=C1CN(C(=O)CNCc2ccccc2)c2ccccc2N1
→ -10%	1.3	-23%	19%	-0.3	-1%	-2	-6%
C=CCN=C(NC#N)SCc1ccccc1
→ -21%	-0.7	3%	1%	0.1	5%	-1	13%
Cc1ccc(NC2CC(=O)N(c3cccc([N+](=O)[O-])c3)C2=O)cc1 (centres undefined)
→ 0%	-1.7	4%	14%	2.9	-1%	-24	-3%

This is a subset. The share of hits here may be higher or lower than overall.
